Source: PubChem (Broad Institute)
RAD54 branch = inhibitors of human RAD54 branch migration, primary screen, biochemical, fluorescence, single point | DNA repair and recombination protein RAD54-like (Homo sapiens), Q92698 | RAD54 Holliday junction branch migration, FAM/BHQ fluorescence | inhibition, % at 10.4 µM | 0.14% of 360,000 active | AID 602329, 2012;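 active = mean normalized replicate activity at least 40 and at least half of replicates scoring 40 or more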;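 also: 0% = median of neutral control wells and 100% = median of positive control wells; inhibitors cause a drop in the FAM fluorescence signal; in these data hits start at about 50%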
GSIS activator = GLuc luminescence reporter in INS-1E cells, primary screen for activators of glucose-dependent secretion of insulin | INS-1E GLuc reporter insulin secretion, 2-3 h | activation, % at 16.6 µM | 0.61% of 370,000 active | AID 743287, 2014;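 active = lowest replicate activation of at least 40%, so every replicate reaches that level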;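 also: 0% = median of neutral control wells and 100% = median of IBMX positive control wells; some compounds called inactive have numbers as strong as hits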
XiGFP reactiv = activators of inactive X chromosome reactivation, primary screen, imaging, XiGFP fibroblasts, GFP high-content imaging, set 2; activation, % at 7.58 µM; 0.055% of 360,000 active; XiGFP mouse fibroblasts, % GFP-positive cells imaging, 3 d; cells co-treated with 5-aza-dC sensitizer; scaled so ellipticine positive control = 100%;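 active = mean normalized replicate activation at least 10% and every replicate at or above 10%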;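 also: 0% = median of on-plate neutral control wells and 100% = ellipticine 6 µM median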
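Schedule: 3 d treatment, 15 min room-temperature fixation; system: 68-5-11 XiGFP fibroblast line; buffer or medium: DMEM plus 5-aza-dC sensitizer; control set: ellipticine 6 µM positive control; compound: one concentration, pinned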
F508del corr = F508del CFTR correction, initial screen, CFBE line, single point; CFBE cells, YFP halide quenching; stimulated with forskolin plus potentiator P3; % fluorescence drop versus neutral controls; activity (quench increase), % at 7.58 µM; 0.36% of 350,000 active;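 active = mean added fluorescence quench of at least 8% versus neutral control, with both replicates also reaching 8%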;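 also: cells transiently co-express mutant CFTR-F508del with the halide-sensitive YFP; corrector assay measuring rescue of mutant channel to the surface after 24 h compound exposure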
ERAP1 inh = human ERAP1 aminopeptidase inhibitors, primary screen, biochemical, single point, plate reader. inhibition, % at 10.7 µM. AID 652197, 2013. recombinant ERAP1, Leu-AMC fluorescence, 60 min. Endoplasmic reticulum aminopeptidase 1 (Homo sapiens), Q9NZ08. 0.15% of 340,000 active;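 active = mean replicate inhibition of at least 30%, or all replicates individually reaching that 30% level; inactive = mean below 30% and not every replicate reaching it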;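 also: 0% = neutral control wells and 100% = L-leucinethiol positive control wells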
ARNT-TACC3 inh = disruptors of ARNT/TACC3 protein interaction, primary screen, biochemical, AlphaScreen, single concentration; Transforming acidic coiled-coil-containing protein 3 (Homo sapiens), Q9Y6A5; AlphaScreen His-ARNT PAS-B/GST-TACC3 binding, luminescence; TACC3 fragment carries E629A point mutation; inhibition, % at 9.99 µM; 0.66% of 390,000 active;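 active = mean inhibition of replicates at least 50% and at least half of replicates each reaching 50%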;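 also: 0% = complete ARNT plus TACC3 wells and 100% = ARNT alone without TACC3; many hits fall short of the cut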
esBAF inh = Bmi1 luciferase reporter increase in mESCs, primary screen, esBAF inhibitor project, mouse ES cells, Bmi1 luciferase knock-in, single point; 24 h; 100% = twice the neutral-well signal; reporter increase, % at 12.5 µM; 2% of 350,000 active; in the data active = activation above about 40%;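 also: 0% = median of the plate's neutral control wells and 100% = double that signal; a rise in the Bmi1 reporter signal indicates esBAF inhibition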
RAD52 anneal inh = RAD52 DNA annealing inhibitors, primary screen, biochemical, FRET, single point, set 2. DNA repair protein RAD52 homolog (Homo sapiens), P43351. recombinant RAD52 DNA annealing, FRET fluorescence. inhibition, % at 18.7 µM. 0.46% of 360,000 active. AID 651710, 2012;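 active = every replicate showing at least 50% inhibition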
Target sequence (P43351 whole entry, looked up): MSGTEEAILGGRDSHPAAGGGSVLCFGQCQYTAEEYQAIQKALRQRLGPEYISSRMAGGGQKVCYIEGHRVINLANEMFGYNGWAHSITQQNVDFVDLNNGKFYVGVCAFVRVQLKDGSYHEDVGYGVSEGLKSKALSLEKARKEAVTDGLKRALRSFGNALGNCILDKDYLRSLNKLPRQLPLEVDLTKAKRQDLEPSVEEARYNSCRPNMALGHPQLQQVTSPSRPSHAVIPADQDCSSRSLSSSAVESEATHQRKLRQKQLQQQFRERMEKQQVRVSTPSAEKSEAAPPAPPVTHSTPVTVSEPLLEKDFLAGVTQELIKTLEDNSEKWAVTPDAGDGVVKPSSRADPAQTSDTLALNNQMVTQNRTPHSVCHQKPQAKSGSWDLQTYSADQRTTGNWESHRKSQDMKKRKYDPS
* marks the source's active call; other numbers are inactive results; x = no result given. An unsorted share of the library, and some 3.3% of all compounds hit somewhere here.

The first 3 compounds, ahead of the listing:
cpd	compound	RAD54 branch	GSIS activator	XiGFP reactiv	F508del corr
1	CO[C@H]1CN(C)C(=O)c2ccc(NC(C)=O)cc2OC[C@@H](C)N(CCc2ccccc2)C[C@H]1C	5	5	0.2	-1.3
2	CCCCNc1cc(F)nc(N)n1	x	-2	0.1	-4.3
3	CN1c2ccc(Br)cc2[C@@H]2[C@@H](CCN2C(=O)C2CCC2)[C@H]1CO	x	0	0.0	0.0

cpd	ERAP1 inh	ARNT-TACC3 inh	esBAF inh	RAD52 anneal inh
1	1	-9	1	-10
2	2	1	x	-9
3	-10	x	x	-7

Results, previewed entries included:
cpd	compound	RAD54 branch	GSIS activator	XiGFP reactiv	F508del corr
1	CO[C@H]1CN(C)C(=O)c2ccc(NC(C)=O)cc2OC[C@@H](C)N(CCc2ccccc2)C[C@H]1C	5	5	0.2	-1.3
2	CCCCNc1cc(F)nc(N)n1	x	-2	0.1	-4.3
3	CN1c2ccc(Br)cc2[C@@H]2[C@@H](CCN2C(=O)C2CCC2)[C@H]1CO	x	0	0.0	0.0
4	Cc1nn(Cc2ccccc2)c(C)c1C(=O)OCC(=O)c1cc(C)n(CC(F)(F)F)c1C	-13	-26	x	x
5	Cc1cccc(NC(=O)CCCN2C(=O)C3CC=CCC3C2=O)c1 (stereo unspecified)	6	-3	0.4	2.2
6	Cc1cc(C)nc(Nc2nc(C(N)Cc3ccc(F)cc3)cs2)n1 (stereo unspecified)	5	-19	0.1	0.2
7	Cc1ccc(C(=O)NNC(=O)C2CCN(c3nc(C)cc(C)n3)CC2)cc1	-4	-1	x	-0.4
8	CC(=O)c1c(C)[nH]c(C(=O)COC(=O)c2cc(C)oc2C)c1C	-9	-28	-0.4	-0.4
9	O=C(NC1CCCC1)C(c1ccccn1)N(Cc1ccccc1F)C(=O)c1csnn1 (stereo unspecified)	-2	-3	0.0	-0.5
10	COc1ccc(C(NC(=O)C2CCN(CCOc3ccc(Cl)cc3Cl)CC2)c2ccccc2C)cn1 (stereo unspecified)	-6	-35	0.1	-0.8

cpd	ERAP1 inh	ARNT-TACC3 inh	esBAF inh	RAD52 anneal inh
1	1	-9	1	-10
2	2	1	x	-9
3	-10	x	x	-7
4	x	-2	7	x
5	-2	x	x	14
6	3	x	-20	-13
7	-1	-1	-8	-3
8	4	-1	1	-63
9	-2	-5	-7	-6
10	-2	x	-7	-12

The list continues:
cpd	compound	RAD54 branch	GSIS activator	XiGFP reactiv	F508del corr
11	COc1ccc(N2CCN(C(=O)C(Cc3ccccc3)NC(=O)c3ccccc3)CC2)cc1 (stereo unspecified)	-6	-50	-0.7	2.1
12	O=C(COc1ccccc1/C=C\c1nc(O)c([N+](=O)[O-])c(=O)[nH]1)Nc1ccccc1	x	1	0.2	2.0
13	Cn1c(COc2ccccc2)nnc1SCC(=O)NCc1ccccc1	x	8	x	-2.0
14	Cc1ccccc1CN(c1ccc(C(=O)N2CCN(C)CC2)cc1)S(C)(=O)=O	-16	17	0.2	3.6
15	Cc1nc2ccccc2c(=O)n1/N=C/c1c(O)ccc2ccccc12	x	14	0.3	4.8
16	O=[N+]([O-])c1cnccc1NC1CCCCC1	x	x	0.0	1.6
17	C[C@@H]1CN([C@@H](C)CO)C(=O)c2cc(NS(C)(=O)=O)ccc2O[C@@H](C)CCCCO[C@H]1CN(C)C(=O)Cc1ccccc1	-12	0	0.1	-0.8
18	CCOC(=O)C1CCCCN1Cc1cccc(Oc2ccccc2)c1 (stereo unspecified)	-18	-12	0.0	-1.6
19	COc1ccc(NC(=O)C2CCN(S(=O)(=O)c3c(C)noc3C)CC2)cc1OC	11	3	0.0	0.5
20	CC(C)N1CCN(Cc2cn[nH]c2C2CCCCC2)CC1CCO (stereo unspecified)	x	x	-0.1	2.7

cpd	ERAP1 inh	ARNT-TACC3 inh	esBAF inh	RAD52 anneal inh
11	1	18	-9	-15
12	2	-10	x	-15
13	9	-6	x	-9
14	-3	x	x	-6
15	-2	-2	x	-10
16	-3	-7	x	-11
17	-2	-4	0	-3
18	2	13	-1	-21
19	3	-4	2	-9
20	2	7	-3	-2

Further compounds.
cpd	compound	RAD54 branch	GSIS activator	XiGFP reactiv	F508del corr
21	CCOC(=O)C1(S(=O)(=O)c2ccccc2)CCN(Cc2ccc(Cl)cc2)CC1	1	-7	x	x
22	C[C@@H]1CN([C@H](C)CO)C(=O)c2cc(NC(=O)Nc3ccc(C(F)(F)F)cc3)ccc2O[C@@H](C)CCCCO[C@@H]1CN(C)S(=O)(=O)c1cccs1	-4	19	-0.1	3.0
23	CCN(CC(=O)N1CCOCC1)S(=O)(=O)c1ccc2ccccc2c1	-10	-3	0.1	-2.8
24	O=C(C1CCC1)N1CC2(C1)[C@@H](c1ccccc1)[C@@H](CO)N2C(=O)NC1CCCC1	x	13	0.0	-1.7
25	Cn1c(=O)c2c([nH]c(=S)n2Cc2ccc(Cl)cc2)n(C)c1=O	-11	-14	0.0	0.6
26	Cc1noc(C)c1NC(=O)N[C@@H]1CC[C@H](CC(=O)Nc2ccccc2)O[C@@H]1CO	-3	15	-0.1	-4.3
27	COc1ccc(NC(=O)c2cc(C)cc(C)c2)cc1[N+](=O)[O-]	3	10	0.0	-0.7
28	COc1ccc(Cl)cc1/C=C/c1ccc2cccc(O)c2n1	x	3	0.7	2.0
29	CCS(=O)(=O)Nc1ccc2c(c1)C(=O)N(C)[C@H]1CC[C@H](CC(=O)NCCCN3CCOCC3)O[C@H]1CO2	0	3	0.0	-0.9
30	O=c1c2ccccc2nc2n1CCc1c-2[nH]c2ccccc12	0	6	-0.1	-4.6

cpd	ERAP1 inh	ARNT-TACC3 inh	esBAF inh	RAD52 anneal inh
21	6	-4	-8	-18
22	2	14	3	-41
23	0	8	-6	-7
24	2	x	x	21
25	0	3	-10	-23
26	0	3	0	-4
27	1	0	6	2
28	5	x	x	-15
29	-1	0	-2	-15
30	-1	-8	27	7

Continuation:
cpd	compound	RAD54 branch	GSIS activator	XiGFP reactiv	F508del corr
31	C[C@@H]1CN([C@@H](C)CO)C(=O)c2cc(NC(=O)Cn3cnnn3)ccc2O[C@@H]1CN(C)Cc1ccc(C(=O)O)cc1	8	20	-0.7	-0.4
32	COCCn1c(=NC(=O)CCS(=O)(=O)c2ccccc2)sc2cc(C)ccc21	-11	-10	0.5	-3.2
33	O=C(NNC(=S)NC(=O)c1ccccc1)c1cccc([N+](=O)[O-])c1	7	-5	0.1	0.5
34	C[C@H]1CN([C@@H](C)CO)S(=O)(=O)c2ccc(C#CCN(C)C)cc2O[C@H]1CN(C)CC1CC1	-11	22	-0.3	0.9
35	CCOC(=O)[C@H]1[C@H]2COc3ccc(Cl)cc3[C@@H]2N2C(=O)CN(Cc3ccc(F)cc3)C(=O)[C@@]12C	-5	x	0.1	2.6
36	O=C(COC(=O)c1cccc([N+](=O)[O-])c1)NNC(=O)c1cccs1	-2	2	-0.1	-0.9
37	Cc1ccccc1S(=O)(=O)N1CCCCN2[C@H](C1)[C@@H](c1ccc(-c3cccc(F)c3)cc1)[C@@H]2CO	0	9	0.3	1.2
38	Cc1ccc2c(c1)N(CC(=O)NCc1ccco1)C(=O)C(C(C)C)O2 (stereo unspecified)	2	-10	0.1	0.3
39	COc1cccc(-c2cnc(C(O)c3ccc(-c4ccccc4)cc3)[nH]2)c1 (stereo unspecified)	-1	x	0.0	-1.2
40	O=C1/C(=C\c2ccco2)SC(=S)N1c1ccc(O)cc1	x	0	0.2	1.5

cpd	ERAP1 inh	ARNT-TACC3 inh	esBAF inh	RAD52 anneal inh
31	2	-8	-9	-2
32	4	-5	x	-75
33	0	14	2	-16
34	0	1	-6	-5
35	-2	-12	-5	-12
36	0	5	-1	-8
37	0	-2	3	-20
38	-2	-4	2	-11
39	-2	x	-3	-24
40	0	12	x	-91

Next part:
cpd	compound	RAD54 branch	GSIS activator	XiGFP reactiv	F508del corr
41	CCOc1ccc(NS(=O)(=O)c2ccc3[nH]c(=O)c(=O)[nH]c3c2)cc1	x	-9	0.1	3.0
42	Cc1ccccc1OCc1nnc(SCC(=O)O)n1-c1cccc(Cl)c1	-2	-14	0.0	-5.7
43	COCC(=O)N1CC2(C1)[C@H](c1ccc(-c3cccc(F)c3)cc1)[C@H](CO)N2C(=O)C1CC1	x	-21	0.1	-3.3
44	O=C(CCCN1C(=O)/C(=C/c2ccccc2)SC1=S)Nc1cccc(O)c1	x	-10	0.2	1.6
45	CCN1CCN(C(=S)Nc2sc(C)c(-c3ccccc3)c2C(=O)OC)CC1	-5	8	-0.1	4.4
46	Nc1nc(CSc2nc3ccccc3s2)nc(N2CCOCC2)n1	x	0	0.0	7.2
47	O=C(NC1CCCCC1)c1ccc(-c2ccccc2F)o1	-7	14	0.3	-5.2
48	COc1ccc(-c2ccc3c(c2)O[C@H](CN(C)C(=O)c2ccccc2F)[C@@H](C)CN([C@H](C)CO)S3(=O)=O)cc1	3	-11	0.2	-7.4
49	O=C(CC[C@H]1O[C@@H](n2cnc3c(NC(=O)c4ccccc4)ncnc32)[C@H](O)[C@@H]1O)NCCCN1CCCC1=O	2	-3	0.4	-5.4
50	COc1cc2c(c(OC)c1OC)C(c1ccc(C)cc1)CC(=O)O2 (stereo unspecified)	-21	-23	0.0	2.8

cpd	ERAP1 inh	ARNT-TACC3 inh	esBAF inh	RAD52 anneal inh
41	-4	x	x	-6
42	2	-8	-8	-24
43	x	x	x	-23
44	0	11	x	-5
45	-6	8	-11	2
46	-4	0	7	-17
47	2	3	-2	-12
48	2	1	7	2
49	1	x	-1	-17
50	x	x	-1	-15

(more compounds)
cpd	compound	RAD54 branch	GSIS activator	XiGFP reactiv	F508del corr
51	CCOC(=O)C1(Cc2cccc(F)c2)CCN(Cc2nc(CC)[nH]c2C)CC1	-8	-15	0.0	2.3
52	COc1ccc(NC(=O)CSCC(=O)N(C)CC(=O)Nc2ccc(Cl)c(C(F)(F)F)c2)cc1	11	-24	-0.1	1.7
53	O=C(/C=C/c1cccc([N+](=O)[O-])c1)N(c1ccccn1)c1ccccn1	x	10	0.2	-0.8
54	O=C(OCC(=O)c1ccccc1Br)c1ccncc1	-7	3	0.2	2.3
55	O=C(NC(=S)NCCc1ccc(Cl)cc1)c1ccco1	x	-3	0.2	2.6
56	O=C(C[C@@H]1CC[C@H]2[C@@H](COC[C@H](O)CN2Cc2nccs2)O1)NCc1ccc(F)cc1	3	10	0.4	-3.3
57	Cc1ccc(S(=O)(=O)N2CCCCC2)cc1NC(=S)NC(=O)c1ccco1	13	-1	-0.1	0.0
58	Cc1noc(C)c1S(=O)(=O)N1CCCC(C(=O)Nc2nccs2)C1 (stereo unspecified)	2	-10	-0.1	0.0
59	CCN1CCN(c2ccc(S(=O)(=O)N3CCOCC3)cc2NC(=O)CC(C)C)CC1	0	4	-0.5	2.5

cpd	ERAP1 inh	ARNT-TACC3 inh	esBAF inh	RAD52 anneal inh
51	-3	-5	-5	-35
52	3	-2	1	-1
53	-1	1	x	-16
54	-1	-3	-11	-6
55	1	x	x	-1
56	2	-14	-3	-21
57	0	16	7	-11
58	2	-6	3	-14
59	-2	-8	-3	6
